N370S GC = N370S glucocerebrosidase modulation, Gaucher chaperone candidate; P04062; N370S GC spleen homogenate, 4MU-glucoside fluorescence; Potency, µM (top dose mostly 59.4 µM), for inactives: top-dose activity change, negative = inhibition, hits mostly inhibitors; 330,000 compounds, 0.092% hits; AID 2101;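 note: 0% = full enzyme activity and -100% = no enzyme basal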
FEN1 inh = inhibitors of human flap endonuclease 1. 390,000 compounds, 0.35% hits. Potency, µM (top dose mostly 114 µM), without a hit: at the top dose activity change, negative = inhibition, hits mostly inhibitors. P39748. Recombinant FEN1 flap cleavage, fluorescence, 15 min; note: nearly all actives have a fitted effect of over 65% in size
Target sequence (P39748 whole entry, looked up): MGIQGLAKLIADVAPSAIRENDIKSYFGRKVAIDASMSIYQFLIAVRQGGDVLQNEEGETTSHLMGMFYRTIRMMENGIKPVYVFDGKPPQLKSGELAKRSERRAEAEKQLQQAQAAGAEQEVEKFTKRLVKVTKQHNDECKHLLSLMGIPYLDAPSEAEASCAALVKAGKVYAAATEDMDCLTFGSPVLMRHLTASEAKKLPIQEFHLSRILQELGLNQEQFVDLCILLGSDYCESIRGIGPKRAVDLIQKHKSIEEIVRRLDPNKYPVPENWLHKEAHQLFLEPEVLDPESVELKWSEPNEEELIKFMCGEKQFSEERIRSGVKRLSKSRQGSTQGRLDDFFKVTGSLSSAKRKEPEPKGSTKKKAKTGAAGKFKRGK
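Compounds are tested as a concentration series against 10 nM FEN1; after a 15 min room-temperature preincubation, 50 nM substrate starts cleavage, with plate reads at 0 and 15 min. Normalized responses are fitted by a Hill equation.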
DT40 TDP1 CPT = DT40-hTDP1 cell growth loss with CPT | 420,000 compounds, 12% hits | chicken DT40 Tdp1-/-;hTDP1 cells + 20 nM CPT, ATP luminescence, 48 h | Potency, µM (top dose mostly 46.2 µM), inactives show at the highest dose activity change, negative = growth inhibition, usual class: inhibitors | AID 686979; note: nearly all actives have a fitted effect of over 55% in size
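Chicken DT40 Tdp1-/- cells stably complemented with human TDP1 were seeded at 400 cells/well in medium containing 20 nM camptothecin, exposed to pin-transferred compounds, and grown at 37 °C for at least 48 hr. Viability was read as ATP luminescence.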
* hit, by the source's call; ? = inconclusive; · = no result given; & = joins results of further samples. Calls come from the whole dose curve; as a rule, active = well fitted curve in the direction sought with a large enough effect; inconclusive = small, poorly fitted or top-dose-only effect, or another doubt; inactive = no such curve, though single readings can be large; an effect the other way counts as inactive or inconclusive. Unless noted, % is set by controls: 0 for no effect and ±100 for the full control effect; potency is the fitted concentration of half-maximal effect. This is a subset. The share of hits here may be higher or lower than overall.

SMILES | N370S GC | FEN1 inh | DT40 TDP1 CPT
CN(CCNC(=O)CN1C(=O)CSc2ccc(S(=O)(=O)N3CCCC3)cc21)Cc1ccccc1 | -10% | -3% | -21%
Cc1ccc2c(=O)cc(C(=O)Nc3nc4ccc(Cl)cc4s3)oc2c1 | · | 17% | -13%
Cc1ccc(C)c(NC(CC(=O)c2ccccc2)C(=O)OCC(=O)c2cccs2)c1 (stereo not drawn) | 5% | -6% | 18µM*
Cc1cc(C)c(OCC(=O)Nc2ccccc2N2CCOCC2)c(C)c1 | -9% | -13% | 14µM*
C/C=C(/C)C(=O)O[C@@H]1[C@H](OC(C)=O)c2c(ccc3ccc(=O)oc23)OC1(C)C | 10% | -24% | ?
CN(C)C1=NCCN1CC1CCCCCC1 | -1% | -11% | -22%
COc1ccc(NC(=O)CN2CCN(C3CCCCC3)C(=O)C2=O)cc1 | · | 17% | -7%
COc1ccc(/C=C/C(=O)NC(=S)NNC(=O)c2cc(OC)c(OC)c(OC)c2)cc1 | -3% | -6% | ?
CCOC(=O)c1csc(NNC=O)n1 | -23% | 4% | -3%
CCOC(=O)C1CCCN(Cc2cn3c(-c4ccc(Br)cc4)nnc3s2)C1 (stereo not drawn) | · | -1% | 5.2µM*
O=C(CSc1nnc(CNc2ccc(Cl)cc2)o1)Nc1nc2c(s1)CCCC2 | -2% | 8% | 15µM*
COC(=O)CC1C(=O)NCCN1C(=S)NC(=O)C(c1ccccc1)c1ccccc1 (stereo not drawn) | -1% | 2% | 16%
O=c1[nH]cnc2sc3c(c12)CCCCC3 | 8% | -18% | -19%
CCOc1ccc(C(CC(=O)O)NC(=O)c2ccco2)cc1OC (stereo not drawn) | 2% | 1% | -14%
COc1cccc(N2CCN(Cc3nnc(-c4ccc5c(c4)OCO5)o3)CC2)c1 | · | -5% | 1%
O=C(CCCC(=O)N1CCCc2ccccc21)N1CCCc2ccccc21 | 6% | 1% | ?
O=C1CCCC/C1=C/Nc1ccc(S(=O)(=O)Nc2ncccn2)cc1 | 6% | -6% | -7%
Cc1cc(Cl)ccc1OCCCC(=O)N1CCCCC1 | -6% | -3% | -24%
CCOc1cc(C2c3c(oc4cc(C)c(Cl)cc4c3=O)C(=O)N2Cc2ccco2)ccc1O (stereo not drawn) | 8% | -7% | 18µM*
CC(C)N1C(=O)CCC1C(=O)N1CCN(c2ccc(F)cc2)CC1 (stereo not drawn) | -2% | 17% | -25%
Cc1ccc(NC(=O)CN(C)C(=O)c2ccc(S(=O)(=O)N(C)c3ccccc3)cc2)cc1 | -11% | -3% | ?
Cc1ccc(C(=O)OCN2C(=O)c3ccccc3C2=O)o1 | 2% | 2% | -19%
CCCCNS(=O)(=O)c1ccc(NC(=O)C2CCCO2)cc1 (stereo not drawn) | 3% | -2% | -26%
CCCC(=O)Nc1nc2ccc(OC)cc2s1 | 12% | 4% | 15µM*
Cc1ccc(C(=O)c2cc([N+](=O)[O-])ccc2N2CC(C)OC(C)C2)cc1 (stereo not drawn) | 0% | 0% | 5.8µM*

Other records:
SMILES | N370S GC | FEN1 inh | DT40 TDP1 CPT
O=C(Nc1cc(Cl)ccc1O)C1CCCO1 (stereo not drawn) | 0% | 3% | ?
Cc1ccc(S(=O)(=O)N(C)C)cc1NC(=O)COC(=O)C1CCN(S(=O)(=O)c2cccs2)CC1 | -6% | -2% | -25%
Cc1cccc(Nc2nnc(SCC(=O)c3ccc(O)cc3O)s2)c1 | 8% | 17% | -7%
O=C(CCSc1ccccc1)NCCSCc1ccccc1 | 3% | -14% | 2%
COc1ccnc(CSC(N)=Nc2ccccc2C(F)(F)F)c1 | -17% | 2% | 26µM*
COc1ccc(N2CCN(C(=O)Nc3ccccc3C)CC2)cc1 | 0% | 0% | -7%
CC(C)(C)c1ccc(CN2C3=NCCCN3c3ccccc32)cc1 | ? | 3% | 7.3µM*
CN(C/C=C/c1ccccc1)Cc1cccc2ccccc12 | -10% | -12% | ?
CC(C)C1Oc2ccccc2N(CC(=O)NCCCN2C(C)CCCC2C)C1=O (stereo not drawn) | 6% | 2% | 13%
O=C(Nc1ccc2c(c1)OCO2)c1cc(-c2cccnc2)nc2ccccc12 | -1% | -26% | -17%
Cc1ccc(CN2CCC(CNc3ncnc4onc(-c5ccc(Cl)cc5)c34)CC2)cc1 | · | -23% | 18µM*
CC(=O)C1=C(O)C(=O)N(Cc2ccccc2)C1c1ccc(F)cc1 (stereo not drawn) | -5% | -14% | 0%
COc1ccccc1NC(=O)C1=C(C)Nc2nc(SCc3ccccc3)nn2C1c1ccncc1 (stereo not drawn) | · | 5% | ?
CCOC(=O)C1(Cc2ccccc2)CCN(Cc2cccn2-c2nccs2)CC1 | 4% | -5% | ?
Cc1ccc(N=C2NC(=O)/C(=C/c3cn(C)c4ccccc34)S2)cc1C | 4% | ? | 18µM*
COc1ccccc1N(CC(=O)Nc1c(C)cccc1C)S(C)(=O)=O | 15% | -14% | 0%
Cc1sc2ncnc(NC3CCN(Cc4ccccc4)CC3)c2c1C | -3% | -13% | 2.6µM*
COc1ccc(/C=C/C(=O)Nc2ccc(OC)cc2[N+](=O)[O-])cc1 | 1% | -3% | -20%
CN(C)CCn1c2ccccc2c2nc3ccc([N+](=O)[O-])cc3cc21 | -10% | -12% | 2.1µM*
O=C(OCc1cc2ccccc2[nH]c1=O)c1ccccc1 | 24% | 6% | -11%
O=c1[nH]c(SCCN2CCOCC2)nc(O)c1-c1ccccc1 | 1% | -8% | -3%
CCc1sc(C(=O)N2CCN(c3ccc(F)cc3)CC2)cc1C | -5% | 2% | ?
O=C(CCCCCN1C(=O)CCC1=O)Nc1ccc2c(c1)OCO2 | 3% | 4% | -6%
CCN1CCN(C(=O)c2oc(=O)c3ccccc3c2-c2ccc(C)cc2)CC1 | -4% | -11% | 11%
O=C(O)c1cc(N/N=C2/CC(c3ccccc3)Oc3ccccc32)ccc1Cl (stereo not drawn) | 1% | -18% | -3%

Compound profiles (already shown). Order of screens: N370S GC | FEN1 inh | DT40 TDP1 CPT
Cc1ccc(CN2CCC(CNc3ncnc4onc(-c5ccc(Cl)cc5)c34)CC2)cc1 as listed: · | -23% | 18µM*
CC(C)(C)c1ccc(CN2C3=NCCCN3c3ccccc32)cc1 as listed: ? | 3% | 7.3µM*
O=C(Nc1cc(Cl)ccc1O)C1CCCO1 (stereo not drawn) as listed: 0% | 3% | ?
O=C(Nc1ccc2c(c1)OCO2)c1cc(-c2cccnc2)nc2ccccc12 as listed: -1% | -26% | -17%
Cc1sc2ncnc(NC3CCN(Cc4ccccc4)CC3)c2c1C as listed: -3% | -13% | 2.6µM*

The list continues.
SMILES | N370S GC | FEN1 inh | DT40 TDP1 CPT
CCn1ncc(Br)c1C(=O)Nc1ccc2c(c1)OCCO2 | 1% | 3% | -10%
O=C(Cn1nnc2ccccc21)OCC(=O)c1ccc(Cl)c(Cl)c1 | 6% | 6% | -1%
CC1(C)Cc2cccc(OCC(=O)N3CCN(S(=O)(=O)c4ccc(F)cc4)CC3)c2O1 | 6% | -8% | -26%
O=C(Nc1cc(C(F)(F)F)ccc1-n1cnc2ccccc21)c1ccccc1 | ? | -2% | 27%
CCN(CC(=O)NCc1cccs1)C(=O)/C=C/c1ccc(OC)c(OC)c1 | -5% | -1% | -19%
CCCc1cc(=O)[nH]c(SCC(=O)Nc2nonc2C)n1 | -5% | 17% | -9%
CN1CCN(C(=O)c2ccc(NS(=O)(=O)c3cccc([N+](=O)[O-])c3)cc2)CC1 | 1% | 2% | -2%
Cc1cc(S(=O)(=O)N2CCOCC2)ccc1OCC(=O)N1CCC(C)CC1 | -10% | 10% | -23%
CC1CCc2cc(F)ccc2N1C(=O)CSc1nnc(-c2cccs2)n1C (stereo not drawn) | 10% | 9% | -13%
CC(=O)Nc1ccc(OC(=O)c2cc3ccccc3oc2=O)cc1 | 2% | 0% | -4%
COc1ccccc1N1CCN(C2CC(=O)N(C)C2=O)CC1 (stereo not drawn) | 17% | 5% | 4%
CCc1ccc(NC(=O)CN2CCCN(Cc3cccc(Cl)c3)S2(=O)=O)cc1 | · | -10% | ?
CC1(C)CC(=O)c2c(nc(SCC(=O)Nc3nsc(-c4ccccc4)n3)c(C#N)c2-c2ccccc2)C1 | -2% | 2% | 5.2µM*
CCc1cccc(NC(=S)N(CCN(C)C)C(C)c2ccncc2)c1 (stereo not drawn) | 7% | 10% | ?
CCc1nc(N2CCCC2C(=O)O)c2oc3ccccc3c2n1 (stereo not drawn) | 3% | -3% | -5%
C/C(=N\N=C(/N)SC1CC(=O)N(c2cccc(Cl)c2)C1=O)c1cccs1 (stereo not drawn) | 27% | 0% | -17%
Clc1cccc(OCCn2ccnc2)c1 | -5% | 2% | -2%
Cc1ccc2nc(/C(C#N)=C\c3ccc(Oc4ccc(C(F)(F)F)cc4[N+](=O)[O-])cc3)[nH]c2c1 | -7% | -22% | ?
COc1ccc(/C=N/Nc2nonc2N)c(OC)c1 | -19% | 8% | 16%
CC(C)NC(=O)c1ccccc1NC(=O)Cc1ccc([N+](=O)[O-])cc1 | 4% | -3% | 8%
COc1ccc(NC2CCCN(C(=O)CCN3CCOCC3)C2)cc1 (stereo not drawn) | 9% | 1% | -7%
COc1ccccc1OCC(=O)NCC1CCCN(Cc2cnn(C(C)C)c2)C1 (stereo not drawn) | 0% | 4% | 13%
COc1ccc(C(=O)Nc2cccc(/C=C(/CCC(=O)O)c3nc4ccccc4s3)c2)cc1 | · | -24% | -27%
COc1cc(NC(=O)c2ccc([N+](=O)[O-])cc2)c(OC)cc1NC(=O)CC(C)C | -1% | -9% | 1%
CCCN(CCC)C(=O)CSc1nc2c(sc(=S)n2-c2ccc(OCC)cc2)c(=O)[nH]1 | -4% | -3% | -1%

Filtered by structure: the entries above containing a furan ring, fused or not
SMILES | N370S GC | FEN1 inh | DT40 TDP1 CPT
CCOc1ccc(C(CC(=O)O)NC(=O)c2ccco2)cc1OC (stereo not drawn) | 2% | 1% | -14%
CCOc1cc(C2c3c(oc4cc(C)c(Cl)cc4c3=O)C(=O)N2Cc2ccco2)ccc1O (stereo not drawn) | 8% | -7% | 18µM*
Cc1ccc(C(=O)OCN2C(=O)c3ccccc3C2=O)o1 | 2% | 2% | -19%
CCc1nc(N2CCCC2C(=O)O)c2oc3ccccc3c2n1 (stereo not drawn) | 3% | -3% | -5%

(list continues)
SMILES | N370S GC | FEN1 inh | DT40 TDP1 CPT
O=S1(=O)CCOCCCN1Cc1cccc(C(F)(F)F)c1 | -3% | -4%&-2% | -9%&-6%
CSc1nc(Oc2ccc(F)cc2F)cc(C(F)(F)F)n1 | 20% | -3% | 7%
O=C(Oc1ccccc1)N(c1ccccc1)c1ccccc1 | 18% | -14% | 10%
CCCCC(CCC(=O)Nc1cc([N+](=O)[O-])ccc1O)C(=O)O (stereo not drawn) | 0% | 7% | 6%
Cc1ccc(NC(=O)C2C(=O)N(CCO)C3(C)CC2c2ccccc2O3)cc1 (stereo not drawn) | ? | -2% | -18%
O=C(c1ccccc1)N1CCc2cc(CNS(=O)(=O)c3ccccc3Cl)ccc21 | · | 8% | 1.3µM*
Cc1cccc(NC(=O)c2ccc(S(=O)(=O)NCc3cccnc3)cc2)c1C | -5% | 3% | 11%
O=C(Nc1nc2cc3c(cc2s1)OCO3)c1ccco1 | 17% | 2% | ?
Cc1cc(SCC(=O)N/N=C/c2ccc(O)cc2O)nc2ccccc12 | -7% | -21% | ?
c1ccc(-n2ncc3c(NCc4ccccn4)ncnc32)cc1 | 1% | -11% | 4%
CCOc1ccc(-c2nnc(-c3ccccc3)n2-c2ccccc2)cc1 | 6% | 2% | ?
CC(OC(=O)c1ccccc1)C(=O)NCCC1=CCCCC1 (stereo not drawn) | 5% | -2% | -4%
Brc1cccc(-c2nnc3n2CCC3)c1 | 4% | -9% | -13%
CC(=O)c1ccc(NC(=O)c2cnn3ccccc23)cc1 | 19% | -5% | -23%
O=C(Cc1ccccc1)N1CCC(O)(c2cccnc2)CC1 | -17% | -4% | 1%
COc1cc(C)c(NC(=S)Nc2cccc(Cl)c2)cc1OC | 3% | -12% | -12%

Screens (PubChem BioAssay)
